Source: PubChem
Scp1 inh: Scp-1 phosphatase inhibitors, primary screen, biochemical, colorimetric, uHTS; Recombinant Scp1, phosphopeptide, malachite green phosphate absorbance; inhibition, % at 20 µM; 0.88% of 340,000 active; AID 493091, 2011;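 active = inhibition above about 50% at 20 µM, limit read from the data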;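 also: plate controls were DMSO wells with enzyme for no effect and wells lacking enzyme for full effect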
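Test system: SCP-1 phosphatase catalytic domain, residues 76-261; measured by: colorimetric phosphate reagent with accelerator and stabiliser, absorbance at 630 nm; timing: enzyme reaction 45 min at room temperature, colour 5 min, stabilisation 30 min; also added: Phosphorylated 17-residue peptide substrate; compound dosing: one concentration, 20 µM, with 1.0% DMSO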
STEP block: STEP phosphatase inhibitors, primary screen, biochemical, fluorescence intensity, uHTS. Tyrosine-protein phosphatase non-receptor type 5 (Homo sapiens), P54829. recombinant STEP, OMFP fluorogenic substrate. inhibition, % at 20 µM. 0.25% of 360,000 active;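 active = inhibition at 20 µM, scaled per plate between control wells, above about 37%, limit read from the data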;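 also: 0% = DMSO with enzyme and substrate and 100% = substrate only without enzyme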
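System: isolated STEP enzyme; schedule: 20 min enzyme reaction at room temperature, protected from light; medium: Bis-Tris buffer pH 6.0, 2.5 mM DTT, 0.005% Tween 20; signal: fluorescence, 480/540 nm; dosing: single compound dose of 20 µM, 1% DMSO final; also added: OMFP substrate, 25 µM final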
LMPTP block: LMPTP phosphatase inhibitors, primary screen, biochemical, fluorescence intensity, uHTS | Low molecular weight phosphotyrosine protein phosphatase (Homo sapiens), P24666 | recombinant LMPTP-A, OMFP fluorogenic substrate | inhibition, % at 20 µM | 0.22% of 360,000 active | AID 651560, 2012;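 active = compounds that cut the enzyme signal by at least half of the control window in the single-dose screen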;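 also: plate controls were DMSO wells with enzyme plus substrate for no effect and substrate without enzyme for full effect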
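Test system – LMPTP-A phosphatase enzyme · Quantity – 0.625 nM LMPTP-A final · Reagent – OMFP substrate, 400 µM final · Dosing – one test concentration per compound, 20 µM, with 3% DMSO overall · Timing – 50 min enzyme reaction at room temperature, protected from light · Detection – fluorescence intensity · Controls – substrate-only low control, DMSO enzyme-plus-substrate high control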
DNMT1 block: human DNMT1 methyltransferase inhibitors, primary screen, biochemical, molecular beacon, fluorescence, HinP1I cleavage, uHTS; AID 588458, 2011; inhibition (reported as % activation of signal), % at 10 µM; 0.83% of 360,000 active; in the data active = inhibition above about 50%
Target sequence (P26358 504-1616 limits assumed): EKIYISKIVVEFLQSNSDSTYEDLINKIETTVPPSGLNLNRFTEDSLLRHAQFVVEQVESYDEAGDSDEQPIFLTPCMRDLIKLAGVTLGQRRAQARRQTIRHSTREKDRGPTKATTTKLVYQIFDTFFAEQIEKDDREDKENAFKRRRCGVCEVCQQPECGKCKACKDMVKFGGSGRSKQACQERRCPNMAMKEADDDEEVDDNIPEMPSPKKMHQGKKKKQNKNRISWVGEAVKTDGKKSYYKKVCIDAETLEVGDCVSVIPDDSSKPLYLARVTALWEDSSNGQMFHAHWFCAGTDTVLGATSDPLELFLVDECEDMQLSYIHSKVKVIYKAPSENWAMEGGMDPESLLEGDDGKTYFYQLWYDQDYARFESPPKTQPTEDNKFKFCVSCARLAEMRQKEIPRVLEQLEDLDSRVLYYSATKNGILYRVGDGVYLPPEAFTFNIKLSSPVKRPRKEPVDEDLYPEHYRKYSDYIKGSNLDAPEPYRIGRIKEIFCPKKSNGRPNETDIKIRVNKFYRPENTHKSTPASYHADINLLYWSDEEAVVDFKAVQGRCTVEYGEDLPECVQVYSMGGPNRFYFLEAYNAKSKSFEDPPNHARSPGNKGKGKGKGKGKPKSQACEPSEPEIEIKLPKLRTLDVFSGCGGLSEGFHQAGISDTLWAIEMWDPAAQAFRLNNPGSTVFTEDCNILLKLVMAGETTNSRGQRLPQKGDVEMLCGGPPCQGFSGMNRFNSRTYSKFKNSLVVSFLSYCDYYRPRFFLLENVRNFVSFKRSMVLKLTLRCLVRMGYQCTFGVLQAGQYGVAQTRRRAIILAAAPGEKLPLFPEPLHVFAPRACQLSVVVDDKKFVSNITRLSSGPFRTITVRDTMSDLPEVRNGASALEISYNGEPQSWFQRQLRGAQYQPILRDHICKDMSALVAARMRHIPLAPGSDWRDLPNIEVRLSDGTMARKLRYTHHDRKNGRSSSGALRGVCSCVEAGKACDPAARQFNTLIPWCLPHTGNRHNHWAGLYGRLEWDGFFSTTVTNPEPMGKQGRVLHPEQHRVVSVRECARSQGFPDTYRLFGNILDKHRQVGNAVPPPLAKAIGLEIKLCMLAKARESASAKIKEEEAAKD
NadD inh: inhibitors of S. aureus NadD, primary screen, biochemical, colorimetric, uHTS | Nicotinate-nucleotide adenylyltransferase NadD (Staphylococcus aureus N315) | purified NadD enzyme, colorimetric absorbance read-out | inhibition, % at 20 µM | 0.78% of 360,000 active | AID 602399, 2012; in the data active = inhibition above about 26%; also: some compounds past the cut are filed as inactive
Rin1 Abl inh: inhibitors of Rin1-Abl protein binding, primary screen, biochemical, TR-FRET; Tyrosine-protein kinase ABL1 (Homo sapiens) + Ras and Rab interactor 1 (Homo sapiens), …; inhibition, % at 7.35 µM; 0.4% of 360,000 active; in the data active = inhibition above about 5%, passing the limit was not always enough
SUMO1-SIM PPI: modulators of SUMO1 protein-protein interactions, primary screen, biochemical, uHTS | SUMO1 binding to a labelled peptide, TR-FRET, 1 h | 0.33% of 360,000 active | inhibition, % at 20 µM | Small ubiquitin-related modifier 1 (Homo sapiens), P63165; in the data active = inhibition above about 37%
CSN deneddyl inh: inhibitors of CSN-mediated cullin deneddylation, primary screen, biochemical, fluorescence polarization, uHTS | AID 651999, 2013 | inhibition, % at 12.5 µM | Purified CSN, SCF-Nedd8-OG deneddylation | 0.38% of 360,000 active;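 active = pattern-corrected inhibition above about 35%, with an unprinted fluorescence ratio check between 0.5 and 1.5, limit read from the data, passing the limit was not always enough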;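 also: 0% = enzyme with substrate and 100% = substrate without enzyme; some results filed as inactive read as strong as hits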
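test system = HEK293T-derived human Csn5 enzyme | amount = 0.24 nM Csn5 enzyme, final concentration | medium = Tris/NaCl/DTT buffer, pH 7.5 | schedule = 90 min reaction at room temperature | signal = FP | evaluation = inhibition of Csn5 cleavage, % | compound dosing = single dose of 12.5 µM compound with 0.25% DMSO | probe or stimulus = 10 nM SCFSkp2-Nedd8OG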
Rpn11 inh: Rpn11 (PSMD14) deubiquitinase inhibitors, primary screen, biochemical, fluorescence polarization, uHTS; human 26S proteasome, Ub4-pepOG fluorescence polarization; 20S core pre-blocked with epoxomicin; 0.59% of 360,000 active; AID 588493, 2011; 26S proteasome non-ATPase regulatory subunit 14 (Homo sapiens), O00487; calls only at 20 µM;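 active = inhibition at 20 µM, scaled to each plate's controls, above about 33%, limit read from the data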
Neddyl block: inhibitors of cullin neddylation, primary screen, biochemical, TR-FRET, uHTS, NAE and Ubc12. NEDD8-conjugating enzyme Ubc12 (Homo sapiens) + NEDD8-activating enzyme E1 regulatory …. calls only at 25 µM. 0.58% of 360,000 active. AID 651699, 2012; in the data active = inhibition above about 36%
* = called active by the depositor; i = inactive; / = not tested or not shown; + = active, no number.

nr	structure	Scp1 inh	STEP block	LMPTP block	DNMT1 block	NadD inh
1	Cc1ccc(C(NC(=O)N2CCCC2)C(Cl)(Cl)Cl)cc1F (configuration not stated)	-7	-1	-0.7	-1	11
2	CC1CCN(C(=O)Cn2c(=O)oc3ccccc32)CC1	-7	-2	-0.9	0	4
3	O=C(Nc1ccccc1)c1cc(C2COCCN2C(=O)c2ccccn2)on1 (configuration not stated)	/	-1	-1.5	2	-2
4	O=C(C1CCN(c2nnc(N3CCCC3=O)s2)CC1)N1CCN(c2cccc(C(F)(F)F)c2)CC1	-2	-1	0.1	1	1
5	N#C/C(=C\c1cccn1-c1ccccc1)C(=O)NC1CCCCC1	-3	-2	0.5	-4	-7
6	CCN(CC)C1CCN(C(=O)c2cc(COc3ccccc3SC)on2)C1 (configuration not stated)	-6	-1	0.0	0	-3
7	CC(=O)Nc1nc2c(s1)C(=O)NCC(C)(C)C2	-1	-1	0.2	-9	3
8	Cc1cnc(C(=O)OC(C)C(=O)Nc2ccc3c(c2)OCCO3)cn1 (configuration not stated)	-7	-2	-2.1	-1	-5

nr	Rin1 Abl inh	SUMO1-SIM PPI	CSN deneddyl inh	Rpn11 inh	Neddyl block
1	-1	-1	1	i	i
2	1	12	2	i	i
3	-4	-6	3	i	i
4	2	-6	4	i	i
5	-5	-19	-9	i	i
6	1	3	-7	i	i
7	0	-4	-1	i	i
8	1	2	1	i	i

More compounds.
nr	structure	Scp1 inh	STEP block	LMPTP block	DNMT1 block	NadD inh
9	O=C(c1noc2c1CCCC2)N1CCc2c([nH]c3ccccc23)C1c1ccccn1 (configuration not stated)	-3	-4	0.8	-2	6
10	Cc1cccc(C)c1N1C(=O)c2ccccc2NC(=O)C1C(=O)NCCc1ccccc1F (configuration not stated)	/	/	-1.0	/	/
11	C=CCn1c(COc2cccc(C)c2)nnc1SCn1nnc2ccccc2c1=O	-1	-1	-1.5	0	0
12	O=C(CNC(=O)c1ccccc1Br)N/N=C/c1ccc(O)cc1	-3	4	-1.0	-1	1
13	CCOC(=O)C1CCN(C(=O)C(CCSC)NC(=O)COc2ccccc2)CC1 (configuration not stated)	-4	-4	-0.9	0	-6
14	CC(O)CNCCCOc1cccc(Oc2ccccc2)c1 (configuration not stated)	-4	0	-1.7	1	-11
15	CCOc1ccc(NC(=O)CN2C(=O)CCSc3ccc(S(=O)(=O)N4CCCC4)cc32)cc1	-3	0	3.8	-4	-2
16	CCN(CC)CCN(C(=O)C1CCCCC1)c1nc2cc3c(cc2s1)OCO3	4	-2	0.6	-1	-3

nr	Rin1 Abl inh	SUMO1-SIM PPI	CSN deneddyl inh	Rpn11 inh	Neddyl block
9	-2	-3	2	i	i
10	/	-1	-4	/	i
11	1	-6	2	i	i
12	1	-5	-2	i	i
13	1	3	-7	i	i
14	0	4	-6	i	i
15	1	7	2	i	i
16	0	1	0	i	i

Entries of single compounds from above. Screens in order: Scp1 inh | STEP block | LMPTP block | DNMT1 block | NadD inh | Rin1 Abl inh | SUMO1-SIM PPI | CSN deneddyl inh | Rpn11 inh | Neddyl block
Record of `CCOc1ccc(NC(=O)CN2C(=O)CCSc3ccc(S(=O)(=O)N4CCCC4)cc32)cc1` → -3 | 0 | 3.8 | -4 | -2 | 1 | 7 | 2 | i | i
Record of `C=CCn1c(COc2cccc(C)c2)nnc1SCn1nnc2ccccc2c1=O` → -1 | -1 | -1.5 | 0 | 0 | 1 | -6 | 2 | i | i

Next section:
nr	structure	Scp1 inh	STEP block	LMPTP block	DNMT1 block	NadD inh
17	COc1ccc(NC(=O)CSc2nc3ccccc3c(=O)n2CCCC(=O)NCC2CCCO2)c(OC)c1 (configuration not stated)	-1	1	-0.6	-48	4
18	CCC(=O)c1ccc(OCC(=O)OCC(=O)c2cc(C)n(C)c2C)cc1	-5	0	-0.3	-2	-6
19	O=C(NCc1nc2ccccc2[nH]1)c1ccc(S(=O)(=O)N2CCOCC2)cc1	4	-2	1.4	3	-1
20	O=C(Nc1ccccc1Cl)c1sccc1-c1ccccc1	-12	-1	1.6	3	-7
21	Cc1nn(C2CCS(=O)(=O)C2)c(C)c1CN(C)C(=O)c1ccc(Cl)cc1 (configuration not stated)	6	-1	0.7	-4	3
22	Cc1ccc(OCC(=O)N(Cc2cccc(F)c2)C2CCS(=O)(=O)C2)cc1 (configuration not stated)	-9	1	0.2	3	-3
23	Cc1onc(-c2c(F)cccc2Cl)c1C(=O)Nc1cc2cc([N+](=O)[O-])ccc2oc1=O	/	1	2.1	-1	7
24	Cc1cc(C)n(C(=O)COc2c(C)cccc2C)n1	-8	-1	-1.0	4	6

nr	Rin1 Abl inh	SUMO1-SIM PPI	CSN deneddyl inh	Rpn11 inh	Neddyl block
17	4	-2	0	i	i
18	1	-2	-1	i	i
19	3	1	0	i	i
20	-2	3	-2	i	i
21	3	-2	-1	i	i
22	0	1	-7	i	i
23	2	-16	1	i	i
24	-2	1	-2	i	i

Some values from above.
Value of Cc1onc(-c2c(F)cccc2Cl)c1C(=O)Nc1cc2cc([N+](=O)[O-])ccc2oc1=O in STEP block: 1
Value of COc1ccc(NC(=O)CSc2nc3ccccc3c(=O)n2CCCC(=O)NCC2CCCO2)c(OC)c1 (configuration not stated) in DNMT1 block: -48
Value of Cc1cc(C)n(C(=O)COc2c(C)cccc2C)n1 in Rin1 Abl inh: -2

(more compounds)
nr	structure	Scp1 inh	STEP block	LMPTP block	DNMT1 block	NadD inh
25	Cc1ccccc1Cn1cc(NC(=O)CSc2nc3c(c(C(F)(F)F)n2)CCc2ccccc2-3)cn1	-6	4	4.1	-6	14
26	N#Cc1cccc(NC(=O)CCc2ccc(S(=O)(=O)N3CCOCC3)cc2)c1	-7	2	0.1	-3	-4
27	CCCN(CC(=O)Nc1ccccc1C)CC(=O)Nc1ccc(Br)cc1F	-7	2	0.7	-1	-7
28	CC(C)c1nnc(SCC(=O)N2CCN(C(=O)c3ccco3)CC2)n1N	-3	0	-0.8	5	7
29	CC(C)CN1C(=O)C(=O)N(CC(=O)c2ccc3c(c2)OCO3)C1=O	-7	0	-1.4	8	-2
30	CCN(CC(=O)Nc1ccc(NC(C)=O)cc1)C(=O)C1CC(=O)N(c2ccc3c(c2)OCCO3)C1 (configuration not stated)	/	-2	-11	-97	-3
31	CC12CCC(=O)N1C(C(=O)N1CCN(S(=O)(=O)c3ccc(Br)cc3Cl)CC1)CS2 (configuration not stated)	3	0	-0.5	2	-3
32	COCCNc1ncnc2c1nc1n2CCCC1	-3	0	-0.6	1	-5

nr	Rin1 Abl inh	SUMO1-SIM PPI	CSN deneddyl inh	Rpn11 inh	Neddyl block
25	-1	6	-3	i	i
26	-1	-2	3	i	i
27	2	5	-1	i	i
28	-2	2	-2	i	i
29	2	-1	0	i	i
30	0	-116	8	i	i
31	19*	5	4	i	i
32	4	1	-5	i	i

Following part
nr	structure	Scp1 inh	STEP block	LMPTP block	DNMT1 block	NadD inh
33	CC(C)Cc1nnc(NC(=O)CCC(=O)NC2CCCC2)s1	-9	1	0.3	2	1
34	C[C@H](CO)N1C[C@H](C)[C@@H](CN(C)S(=O)(=O)c2ccc3c(c2)OCCCO3)OCc2cn(nn2)CCCC1=O	/	0	-1.7	1	-1
35	O=C(OCC(=O)N1CCN(C(=O)c2ccco2)CC1)c1ccccc1	-2	-1	-0.5	-2	-1
36	Cc1ccc2cc(C#N)c(NCCNC(=S)NCCCN3CCOCC3)nc2c1	-6	-1	-4.7	-1	1
37	CCOc1ccccc1CNC(=O)CCc1cn(CC)c2ccccc12	2	0	0.1	-2	-7
38	O=C(CCNc1cccc(Cl)c1)c1cccs1	-11	1	1.9	-1	7
39	COc1ccc(NC(=O)C(CC(=O)O)Cc2ccc(Br)cc2)cc1 (configuration not stated)	-7	-2	-1.6	1	-4
40	COc1ccc(NC(=O)NNC(=O)c2ccc3ccccc3c2)cc1OC	2	-2	-0.3	-1	-4
41	CCCCCOC(=O)C1=C(C)Nc2nnnn2C1c1ccccc1Cl (configuration not stated)	-3	0	0.8	1	-5
42	Cc1ccc(NC(=O)CSC2=C(C#N)C(c3ccco3)C3=C(CCCC3=O)N2)cc1 (configuration not stated)	-11	-4	1.6	-4	6
43	Cc1cn([C@H]2C[C@H](O)[C@@H](CNCc3ccc(CN(C)S(C)(=O)=O)o3)O2)c(=O)[nH]c1=O	/	0	0.4	3	-2

nr	Rin1 Abl inh	SUMO1-SIM PPI	CSN deneddyl inh	Rpn11 inh	Neddyl block
33	3	37	-4	i	i
34	1	6	0	i	i
35	-2	0	-13	i	i
36	-2	3	0	+	+
37	3	2	1	i	i
38	3	0	0	i	i
39	2	10	3	i	i
40	0	-8	-1	i	i
41	-1	0	4	i	i
42	-2	-9	-1	i	i
43	-1	-3	-4	i	i
